Source: PubChem BioAssay (National Center for Advancing Translational Sciences (NCATS))
aGal spleen mod: inhibits or activates alpha-galactosidase in human spleen homogenate | Potency, µM (highest dose often 80 µM), for inactives: at the top dose activity change, negative = inhibition, most hits filed as inhibitors | human spleen homogenate, 4MU-alpha-Gal fluorescence, 40 min | 240,000 compounds, 0.008% hits | AID 2107;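 note: 0% = enzyme with vehicle and -100% = no enzyme basal signal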
Target sequence (P06280 32-429 limits assumed): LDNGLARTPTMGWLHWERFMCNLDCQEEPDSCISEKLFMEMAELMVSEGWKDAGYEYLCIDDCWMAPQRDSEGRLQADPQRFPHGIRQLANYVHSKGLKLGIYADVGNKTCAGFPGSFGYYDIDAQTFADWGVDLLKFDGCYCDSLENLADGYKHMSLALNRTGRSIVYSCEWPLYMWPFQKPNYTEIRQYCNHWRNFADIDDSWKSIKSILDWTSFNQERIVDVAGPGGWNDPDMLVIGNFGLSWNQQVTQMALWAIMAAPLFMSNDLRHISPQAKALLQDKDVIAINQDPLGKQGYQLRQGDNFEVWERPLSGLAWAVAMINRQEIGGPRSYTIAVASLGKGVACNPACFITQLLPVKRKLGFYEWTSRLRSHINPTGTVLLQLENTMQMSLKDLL
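Human spleen homogenate (1 ug) as enzyme source, 4-methylumbelliferyl-alpha-D-galactopyranoside 1 mM final, citrate/phosphate pH 5.0 with 0.01% Tween-20. Compounds 40 min at 37C, NaOH/glycine stop; fluorescence Ex 365/Em 440, Hill-fit AC50.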
L3MBTL1 block: blocks human L3MBTL1. Q9Y468. AlphaScreen L3MBTL1–H3K9me1 peptide binding. Potency, µM (series often up to 57.1 µM), for inactives: top-dose activity, negative = inhibition, usual class: inhibitors. 230,000 compounds, 0.66% hits. AID 485360; note: nearly all actives have a fitted effect of over 60% in size
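L3MBTL1 50 nM + b-AHA-H3(1-15)K9me1 75 nM, 30 min RT; compound added, 30 min RT; streptavidin donor/Ni-chelate acceptor beads 10 ug/mL each final, 30 min RT dark; AlphaScreen read.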
TRb-SRC2 inh: TRbeta-SRC2 interaction inhibition | P10828 | TRbeta-SRC2 peptide binding, fluorescence polarization; receptor liganded with 1 µM T3 | Potency, µM (series often up to 106 µM), for the others: top-dose activity change, negative = inhibition, usual class: inhibitors | 280,000 compounds, 0.065% hits | AID 1469;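 note: plate controls were bound peptide for no effect and peptide without receptor for full effect; nearly all actives have a fitted effect of over 50% in size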
Target sequence (P10828 whole entry, looked up): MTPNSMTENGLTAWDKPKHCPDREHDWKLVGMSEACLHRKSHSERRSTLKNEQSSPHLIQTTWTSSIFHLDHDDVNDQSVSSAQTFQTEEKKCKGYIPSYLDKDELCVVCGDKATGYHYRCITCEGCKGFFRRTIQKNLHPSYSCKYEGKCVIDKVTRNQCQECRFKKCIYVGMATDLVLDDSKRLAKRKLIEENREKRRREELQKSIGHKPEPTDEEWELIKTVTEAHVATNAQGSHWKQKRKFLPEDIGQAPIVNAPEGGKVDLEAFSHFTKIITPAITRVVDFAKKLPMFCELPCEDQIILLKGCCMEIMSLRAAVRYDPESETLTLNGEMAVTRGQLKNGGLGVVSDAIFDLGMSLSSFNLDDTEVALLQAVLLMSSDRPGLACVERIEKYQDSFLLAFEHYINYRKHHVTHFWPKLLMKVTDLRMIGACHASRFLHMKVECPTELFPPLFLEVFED
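A fluorescence polarization screen tested compounds at multiple concentrations against complex formation between 0.6 uM TRb ligand-binding domain and 20 nM Texas Red SRC2 peptide, with 1 uM T3 present; readout after 5 hr.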
Tau fibril FP: blocks human tau fibril formation measured by polarization; P10636; K18 P301L tau heparin fibrillization, Alexa594 FP, 6 h; Potency, µM (top dose mostly 57.7 µM), for the others: at the top dose activity, negative = inhibition, actives largely listed as inhibitors; 280,000 compounds, 0.39% hits; note: nearly all actives have a fitted effect of over 55% in size
Target sequence (P10636 561-689 P618L limits assumed): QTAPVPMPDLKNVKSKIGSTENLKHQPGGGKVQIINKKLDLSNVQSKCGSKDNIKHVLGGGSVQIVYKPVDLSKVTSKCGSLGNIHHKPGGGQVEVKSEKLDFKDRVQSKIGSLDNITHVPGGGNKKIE
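Steps: dispense K18 P301L tau (15 uM plus 0.24 uM Alexa 594 tracer, final) in pH 7 sodium acetate; add compound; add heparin (20 uM final); incubate 6 hr, 37 C; add ThT (30 uM final); after 1 hr ambient, read FP.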
TexasRed fluor: alters Texas Red total fluorescence, flagging assay interference; 280,000 compounds, 0.29% hits; TRb/SRC2 Texas Red total fluorescence interference; AID 1479; Potency, µM (series often up to 106 µM), without a hit: at the highest dose fluorescence change, negative = quenching; active = well fitted curve in either direction with a large enough effect; inconclusive = small, poorly fitted or top-dose-only effect
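Human TRβ ligand-binding domain (0.6 uM) and Texas Red SRC2 peptide (20 nM) in Tris buffer with 1 uM T3 and 5% DMSO were incubated with pinned compound for 5 hr at ambient temperature. Total fluorescence was computed as S + 2P (555/632 nm).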
Tau fluor counter: counter-screen for tau fibril formation inhibitors; tau K18 P301L Alexa594 fluorescence, heparin fibrillization; Potency, µM (doses to about 57.7 µM), inactives show top-dose activity change, negative = decrease; 280,000 compounds, 0.93% hits; note: nearly all actives have a fitted effect of over 55% in size
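Human K18 P301L tau (15 uM unlabeled plus 0.24 uM Alexa 594-labeled, final) in 100 mM sodium acetate pH 7 was mixed with compound and 20 uM heparin and incubated 6 hr at 37 C.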
Tau ThT inhib: tau fibrillization inhibition (ThT binding); P10636; recombinant tau K18 P301L (four-repeat tau fragment), heparin-induced fibrillization, ThT fluorescence; Potency, µM (titrated, usually from 57.4 µM), without a hit: at the top dose activity, negative = inhibition, actives largely listed as inhibitors; 270,000 compounds, 2.1% hits; AID 1460; note: nearly all actives have a fitted effect of over 55% in size
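Tau K18 P301L fragment (15 uM unlabeled plus 0.24 uM Alexa 594-labeled) in 100 mM sodium acetate pH 7 with compound, fibrillization induced by 20 uM heparin for 6 hr at 37 C. Thioflavin T (30 uM) added, fluorescence read after 1 hr (ex 450, em 510 nm).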
ALDH1A1 inh: ALDH1A1 (human) enzyme inhibition; AID 1030; Potency, µM (highest dose often 75.3 µM), for inactives: at the top dose activity, negative = inhibition, most hits filed as inhibitors; 220,000 compounds, 7.3% hits; P00352; Purified ALDH1A1, NADH fluorescence, propionaldehyde substrate; active = well fitted inhibition curve with a large enough effect, not every such curve was filed as active; inconclusive = small, poorly fitted or top-dose-only effect, or another doubt; inactive = no such curve, though single readings can be large or run the other way;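 note: plate controls were no enzyme wells and a reference inhibitor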
Active calls of the source: *; ? = inconclusive; nt = no result given; [ ] = remark or other dose. Unless noted, calls come from the whole dose curve; as a rule, active = well fitted curve in the direction sought with a large enough effect; inconclusive = small, poorly fitted or top-dose-only effect, or another doubt; inactive = no such curve, though single readings can be large; an effect the other way counts as inactive or inconclusive. Unless noted, % is set by controls: 0 for no effect and ±100 for the full control effect; potency is the fitted concentration of half-maximal effect. No enrichment for hits; about 8.5% have a hit in one of these screens.

structure	aGal spleen mod	L3MBTL1 block	TRb-SRC2 inh	Tau fibril FP	TexasRed fluor	Tau fluor counter	Tau ThT inhib	ALDH1A1 inh
O=C(NCCSCc1c(F)cccc1Cl)c1ccc(CN2CCOCC2)cc1	-1%	5%	3%	-2%	-1%	2%	-2%	3%
CCc1ccc(OCc2nnc(SCC(=O)Nc3cccc(C(=O)N4CCOCC4)c3)o2)cc1	-1%	2%	1%	8%	-1%	-3%	1%	5%
Cc1ccccc1NC(=S)/C(=C(\[O-])c1cc(C)n(Cc2ccccc2Cl)c1C)[n+]1ccccc1	10%	nt	1%	6%	-1%	-19%	?	?
Cc1sc2ncnc(NCC3COc4ccccc4O3)c2c1C (stereo unspecified)	7%	0%	-1%	-2%	-4%	-20%	-21%	-2%
c1ccc(CSc2nnc(-c3ccco3)n2Cc2ccco2)cc1	-7%	0%	-15%	-13%	4%	-25%	?	?
Cc1sc(NC(=O)/C=C/c2ccco2)c(C(=O)OC(C)C)c1C	3%	-3%	-1%	?	2%	-15%	-12%	?
O=C(Nc1ccc(NC(=O)c2cc3ccccc3o2)cc1)c1ccccc1	nt	nt	-6%	-5%	4%	-7%	-15%	nt
COc1cc(C(=O)NCc2ccc3c(c2)CCN3C(=O)c2ccncc2)cc(OC)c1OC	nt	nt	-2%	-4%	-12%	-5%	-1%	nt

The list continues.
structure	aGal spleen mod	L3MBTL1 block	TRb-SRC2 inh	Tau fibril FP	TexasRed fluor	Tau fluor counter	Tau ThT inhib	ALDH1A1 inh
CCOc1nc(NCCN2CCOCC2)nc(NC(C)C)n1	0%	-2%	3%	-6%	-4%	2%	-2%	13%
COc1cccc(NC(=S)NC2CC3CCCC(C2)N3C2CCCC2)c1 (stereo unspecified)	0%	-9%	2%	-1%	-3%	-10%	-6%	-2%
Cc1cc(C)nc(SCc2nnc(SCC(=O)Nc3nc(-c4ccccc4)cs3)n2-c2ccccc2)n1	-2%	nt	-4%	-9%	-7%	-11%	-10%	-10%
Cc1cccc(C)c1N1CC(c2nc3ccccc3n2CC(=O)OC(C)C)CC1=O (stereo unspecified)	nt	nt	-1%	0%	0%	-1%	-1%	nt
O=C(NC1CCCCCC1)C1CCN(c2nc3ccccc3o2)CC1	-1%	-5%	-12%	-3%	-4%	-4%	?	-8%
Cc1cc(Cl)ccc1NNC(=O)c1c(C)noc1C	4%	7%	-2%	-5%	-3%	-11%	?	?
CN(C)CCNC(=O)CN1C(=O)COc2ccc(C(C)(C)C)cc21	-5%	nt	-1%	5%	-4%	0%	-4%	6%
CSc1cccc(NC(=O)/C=C/c2ccc(Cl)cc2)c1	0%	22%	6%	?	1%	?	?	-14%

Further results follow.
structure	aGal spleen mod	L3MBTL1 block	TRb-SRC2 inh	Tau fibril FP	TexasRed fluor	Tau fluor counter	Tau ThT inhib	ALDH1A1 inh
Cc1oc(/C=N/NC(=O)CC2(C)OCCO2)cc1Br	-1%	-2%	5%	-6%	-1%	-9%	-11%	?
Cn1cc(Br)c(C(=O)N2CCc3ccccc32)n1	-10%	8%	4%	-2%	-1%	4%	4%	-1%
O=c1c2cnn(-c3ccccc3)c2ncn1CCc1ccccc1	1%	2%	8%	2%	0%	-6%	4%	4%
O=[N+]([O-])c1cccc2c(N3CCCC3)ccnc12	-5%	-2%	-5%	-6%	-3%	-3%	?	-1%
COc1cccc(NC(=S)N(CCc2c(C)[nH]c3ccc(C)cc23)Cc2cccs2)c1	-2%	-5%	-3%	6%	-1%	-8%	-3%	-11%
Cc1ccc(C(C)C)c(OCC(=O)N/N=C/C2CCCCC2)c1	4%	-2%	-4%	12%	0%	8%	-1%	?
Cc1ccc(/C=N/NC(=O)Cn2nccc2C)o1	-3%	3%	-5%	-3%	-4%	-3%	-5%	15%
Cc1nc2ccccn2c1C(=O)NC1CCCCC1	-4%	-5%	9%	-13%	2%	-11%	-12%	?

Additional entries:
structure	aGal spleen mod	L3MBTL1 block	TRb-SRC2 inh	Tau fibril FP	TexasRed fluor	Tau fluor counter	Tau ThT inhib	ALDH1A1 inh
Cc1ccc(C2c3c(-c4ccccc4O)n[nH]c3C(=O)N2CCc2ccccc2)cc1 (stereo unspecified)	nt	nt	-7%	?	9%	?	-14%	nt
Cn1c(O)c(C2=c3ccccc3=NC2=O)[nH]c1=S	-1%	-13%	5%	7%	-7%	-9%	?	5%
Cc1ccc2nc(-c3ccc(Cl)c(NC(=O)COc4ccc(C(C)C)cc4)c3)oc2c1	nt	nt	0%	-7%	4%	-10%	-10%	nt
CS(=O)(=O)C1=NSC2=NC(=O)/C(=C\c3cccn3-c3ccc(Cl)cc3)C(=N)N21	-20%	-25%	11%	1%	-12%	-9%	?	?
Nc1c(C(=O)c2ccc3c(c2)OCO3)sc(Nc2ccccc2F)c1S(=O)(=O)c1ccccc1	nt	nt	1%	-11%	-6%	-28%	0%	nt
CCCCCCNC(=O)CC(NS(=O)(=O)c1ccc(NC(C)=O)cc1)C(C)C (stereo unspecified)	7%	-1%	1%	-9%	-5%	-2%	2%	-1%
OCc1ccccc1NC(=S)Nc1cccnc1	2%	nt	-2%	4%	-1%	-6%	-3%	5%
O=C(O)c1cccc(NC(=S)N/N=C/c2cccnc2)c1	-7%	1%	-3%	-5%	5%	-8%	-13%	25µM*

Next compounds:
structure	aGal spleen mod	L3MBTL1 block	TRb-SRC2 inh	Tau fibril FP	TexasRed fluor	Tau fluor counter	Tau ThT inhib	ALDH1A1 inh
CCc1ccc(CNc2ccc3c(c2)ncn3C(C)(C)C)cc1	nt	nt	1%	3%	2%	-26%	?	nt
Cc1c(C#N)c2ncn(Cc3ccccn3)c(=O)c2n1-c1ccccc1	5%	5%	-14%	2%	2%	2%	0%	?
O=C1C(=O)N(C2CCN(C(=O)c3ccc(F)cc3)CC2)CCN1Cc1ccc(F)cc1	nt	nt	5%	-4%	-1%	0%	5%	nt
CC(C)C[C@@H](CC(=O)N[C@@H](CCC(=O)O)CC(=O)O)NC(=O)[C@@H]1CNCC[C@H]1NC(=O)C[C@H](CCCN)NC(=O)C[C@H](CO)NC(=O)[C@@H]1CCCC[C@H]1N	2%	nt	-1%	-5%	-1%	0%	-2%	-2%
CC(C)=CC(=O)Nc1nnc(-c2ccccc2)s1	-10%	7%	-4%	-6%	-1%	-4%	-7%	-16%
Cc1cc(-c2nnc(CCC(=O)N(C)Cc3ccsc3)o2)no1	19%	14%	8%[53 µM]	3%	-3%[53 µM]	2%	7%	-7%
CC(=O)c1cc(C)ccc1OC(=O)c1cccnc1	6%	16%[11.4 µM]	7%	-4%	4%	6%	-1%	6%
COc1cccc(N2C(=O)N(Cc3ccc(C#N)cc3)c3ccccc3S2(=O)=O)c1	nt	nt	0%	-10%	-7%	-14%	13%	nt

The list goes on.
structure	aGal spleen mod	L3MBTL1 block	TRb-SRC2 inh	Tau fibril FP	TexasRed fluor	Tau fluor counter	Tau ThT inhib	ALDH1A1 inh
COC(=O)c1[nH]c2ccc(Br)cc2c1NC(=O)CN1CCCCC1CCO (stereo unspecified)	-3%	-2%	3%	12%	-3%	-21%	-22%	3%
Cc1ccc2nc(/C(C#N)=C/c3ccc(-c4cccc(Cl)c4)o3)[nH]c2c1	nt	nt	-3%	-3%	3%	?	-18%	nt
CCC(C)NC(=O)c1ccc2c(=O)n3c(nc2c1)CCCCC3 (stereo unspecified)	nt	nt	-2%	-10%	-2%	-4%	-3%	nt
O=C(CSC(=S)N1CCCCC1)N1N=CCC1c1ccccc1 (stereo unspecified)	12%	nt	-8%	1%	2%	-4%	-7%	?
O=C(Nn1cnnc1)c1ccccc1CCc1ccccc1	-5%	-1%	2%	9%	-3%	6%	-4%	-14%

By substructure: those above containing a Cl atom
structure	aGal spleen mod	L3MBTL1 block	TRb-SRC2 inh	Tau fibril FP	TexasRed fluor	Tau fluor counter	Tau ThT inhib	ALDH1A1 inh
O=C(NCCSCc1c(F)cccc1Cl)c1ccc(CN2CCOCC2)cc1	-1%	5%	3%	-2%	-1%	2%	-2%	3%
Cc1ccccc1NC(=S)/C(=C(\[O-])c1cc(C)n(Cc2ccccc2Cl)c1C)[n+]1ccccc1	10%	nt	1%	6%	-1%	-19%	?	?
Cc1cc(Cl)ccc1NNC(=O)c1c(C)noc1C	4%	7%	-2%	-5%	-3%	-11%	?	?
CSc1cccc(NC(=O)/C=C/c2ccc(Cl)cc2)c1	0%	22%	6%	?	1%	?	?	-14%
Cc1ccc2nc(-c3ccc(Cl)c(NC(=O)COc4ccc(C(C)C)cc4)c3)oc2c1	nt	nt	0%	-7%	4%	-10%	-10%	nt
CS(=O)(=O)C1=NSC2=NC(=O)/C(=C\c3cccn3-c3ccc(Cl)cc3)C(=N)N21	-20%	-25%	11%	1%	-12%	-9%	?	?
Cc1ccc2nc(/C(C#N)=C/c3ccc(-c4cccc(Cl)c4)o3)[nH]c2c1	nt	nt	-3%	-3%	3%	?	-18%	nt
